HTT ATP protect – qHTS Multiplex Assay to Identify Dual Action Probes in a Cell Model of Huntington: Cytoprotection (ATP). PC12 HTT-Q103 induced, cytoprotection, ATP luminescence, 40 h. Potency, µM (doses to about 56.4 µM), without a hit: cytoprotection (ATP increase), most hits filed as activators. actives 0.14% (n = 230,000). AID 1471, 2008;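 further: % of control where 0% means no effect; nearly all actives have a fitted effect of over 45% in size; toxic huntingtin expression switched on by the ecdysone agonist tebufenozide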
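Compounds were screened for protection of PC12 cells against cell death after tebufenozide induction (100 nM final) of mutant Huntingtin exon 1 (Q103) fused to GFP.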
Tau fluor counter – Counterscreen qHTS for Inhibitors of Tau Fibril Formation, Fluorescence Polarization; actives 0.93% (n = 280,000); AID 1463, 2008; tau K18 P301L Alexa594 fluorescence, heparin fibrillization; Potency, µM (doses to about 57.7 µM), inactives show top-dose activity change, negative = decrease; further: on the % scale 0 is the no-effect control and ±100 the full control effect; nearly all actives have a fitted effect of over 55% in size
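Human tau K18 P301L (15 uM unlabeled, 0.24 uM Alexa 594-labeled) in 100 mM sodium acetate pH 7 with 20 uM heparin, 6 hr at 37 C. ThT 30 uM added, 1 hr ambient; Alexa 594 FP and total fluorescence read at 555/632 nm.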
TRb-SRC2 inh – qHTS for Inhibitors of the Interaction of Thyroid Hormone Receptor and Steroid Receptor Coregulator 2 | TRbeta-SRC2 peptide binding, fluorescence polarization; receptor liganded with 1 µM T3 | actives 0.065% (n = 280,000) | Potency, µM (top dose mostly 106 µM), inactives show at the top dose activity change, negative = inhibition, most hits filed as inhibitors | AID 1469, 2008;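 further: plate controls were bound peptide for no effect and peptide without receptor for full effect; nearly all actives have a fitted effect of over 50% in size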
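Binding of a 20-amino-acid Texas Red SRC2 peptide (20 nM) to TRb ligand-binding domain (0.6 uM) with agonist T3 at 1 uM was followed by fluorescence polarization after a 5 hr room-temperature incubation.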
RECQ1 helicase – qHTS Assay for Inhibitors of RecQ-Like Dna Helicase 1 (RECQ1); RECQ1 DNA unwinding, red fluorescence kinetic read; AID 2549, 2010; Potency, µM (highest dose often 57.3 µM), without a hit: at the top dose activity, negative = inhibition, usual class: inhibitors; ATP-dependent DNA helicase Q1 (Homo sapiens), P46063; actives 0.54% (n = 240,000);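 further: plate controls were vehicle for no effect and no enzyme for full effect; nearly all actives have a fitted effect of over 30% in size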
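RECQ1T1 50 nM; forked duplex (20 bp + 30-nt ss tails) 200 nM, ATP 2 mM final; pH 8.0, 2 mM MgCl2, 2.5 ug/ml poly(dI-dC); 15 min compound preincubation; discontinuous kinetic read over 2 h at RT.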
TR SRC2 fluor cs – Total Fluorescence Counterscreen for Inhibitors of the Interaction of Thyroid Hormone Receptor and Steroid Receptor Coregulator 2. TRb/SRC2 Texas Red total fluorescence interference. Potency, µM (doses to about 106 µM), without a hit: at the highest dose fluorescence change, negative = quenching. actives 0.29% (n = 280,000). AID 1479, 2009; active means well fitted curve in either direction with a large enough effect; inconclusive means small, poorly fitted or top-dose-only effect; further: on the % scale 0 is the no-effect control and ±100 the full control effect
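Human TRb ligand-binding domain at 0.6 uM with 20 nM Texas Red SRC2 peptide in Tris buffer containing 1 uM T3 and 5% DMSO, incubated with compound 5 h at ambient temperature. Total fluorescence (555/632 nm) calculated as parallel + 2 × perpendicular.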
Tau ThT inhib – qHTS for Inhibitors of Tau Fibril Formation, Thioflavin T Binding. Microtubule-associated protein tau (Homo sapiens), P10636. recombinant tau K18 P301L, heparin-induced fibrillization, ThT fluorescence. Potency, µM (titrated, usually from 57.4 µM), for the others: at the highest dose activity, negative = inhibition, most hits filed as inhibitors. actives 2.1% (n = 270,000). AID 1460, 2008; further: on the % scale 0 is the no-effect control and ±100 the full control effect; nearly all actives have a fitted effect of over 55% in size
Target sequence (P10636 561-689 P618L limits assumed): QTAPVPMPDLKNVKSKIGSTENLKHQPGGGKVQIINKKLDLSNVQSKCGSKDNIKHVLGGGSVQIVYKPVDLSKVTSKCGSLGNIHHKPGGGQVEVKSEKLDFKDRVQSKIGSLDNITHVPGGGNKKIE
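Using a mix of unlabeled (15 uM) and Alexa 594-labeled (0.24 uM) tau K18 P301L, heparin-triggered fibrillization over 6 hr at 37 C was scored by ThT fluorescence.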
Tau FP inhib – qHTS for Inhibitors of Tau Fibril Formation, Fluorescence Polarization; actives 0.39% (n = 280,000); K18 P301L tau heparin fibrillization, Alexa594 FP, 6 h; AID 1468, 2008; Microtubule-associated protein tau (Homo sapiens), P10636; Potency, µM (highest dose often 57.7 µM), for inactives: at the highest dose activity, negative = inhibition, actives largely listed as inhibitors; further: on the % scale 0 is the no-effect control and ±100 the full control effect; nearly all actives have a fitted effect of over 55% in size
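Quantitative HTS format: compounds meet 15 uM recombinant K18 P301L tau and Alexa 594-tau tracer in 100 mM sodium acetate pH 7; 20 uM heparin triggers fibrillization at 37 C over 6 hr; FP gives the signal.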
L3MBTL1 block – qHTS Assay for the Inhibitors of L3MBTL1; Lethal(3)malignant brain tumor-like protein 1 (Homo sapiens), Q9Y468; AlphaScreen L3MBTL1–H3K9me1 peptide binding; Potency, µM (titrated, usually from 57.1 µM), for the others: at the top dose activity, negative = inhibition, hits mostly inhibitors; actives 0.66% (n = 230,000); AID 485360, 2010; further: on the % scale 0 is the no-effect control and ±100 the full control effect; nearly all actives have a fitted effect of over 60% in size
Target sequence (Q9Y468 whole entry, looked up): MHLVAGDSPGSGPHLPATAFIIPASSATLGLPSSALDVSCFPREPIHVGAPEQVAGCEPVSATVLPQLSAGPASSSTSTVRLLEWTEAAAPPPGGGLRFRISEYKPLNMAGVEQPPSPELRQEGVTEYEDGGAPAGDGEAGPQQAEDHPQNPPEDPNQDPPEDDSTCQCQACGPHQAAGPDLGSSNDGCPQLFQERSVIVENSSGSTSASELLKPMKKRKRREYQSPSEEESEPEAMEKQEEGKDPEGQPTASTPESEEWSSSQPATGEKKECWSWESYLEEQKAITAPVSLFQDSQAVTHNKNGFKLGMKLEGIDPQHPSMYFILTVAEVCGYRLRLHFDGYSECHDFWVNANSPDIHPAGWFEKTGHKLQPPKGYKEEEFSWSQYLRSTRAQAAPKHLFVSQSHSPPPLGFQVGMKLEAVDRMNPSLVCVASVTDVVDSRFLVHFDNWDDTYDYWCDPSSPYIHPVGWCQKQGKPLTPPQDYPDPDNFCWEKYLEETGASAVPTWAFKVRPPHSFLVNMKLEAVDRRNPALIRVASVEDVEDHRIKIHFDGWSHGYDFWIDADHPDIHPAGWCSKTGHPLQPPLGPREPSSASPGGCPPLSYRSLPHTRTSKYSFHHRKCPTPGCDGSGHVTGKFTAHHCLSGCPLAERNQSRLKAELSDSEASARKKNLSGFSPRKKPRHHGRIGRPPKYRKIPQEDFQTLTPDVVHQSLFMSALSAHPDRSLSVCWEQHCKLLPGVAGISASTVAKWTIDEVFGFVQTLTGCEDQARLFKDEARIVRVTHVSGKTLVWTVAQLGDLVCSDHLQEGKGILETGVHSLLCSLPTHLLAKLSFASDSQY
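L3MBTL1 (50 nM) pre-complexed 30 min with biotinylated H3(1-15)K9me1 peptide (75 nM), then compounds added for 30 min at room temperature; AlphaScreen streptavidin donor/nickel chelate acceptor beads (10 ug/mL final) read after 30 min dark incubation.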
Starred values were filed as active, the others as inactive; i = inactive; ? = inconclusive; / = not tested or not shown; & = joins results of further samples; [ ] = remark or other dose. Unless noted, the call rests on the fitted dose curve; in most records, active means well fitted curve in the direction sought with a large enough effect; inconclusive means small, poorly fitted or top-dose-only effect, or another doubt; inactive means no such curve, though single readings can be large; an effect the other way counts as inactive or inconclusive. Potency means the concentration at half of the fitted maximal effect. Some of the compounds tested; rates above refer to the full screens.

entry	Molecule	HTT ATP protect	Tau fluor counter	TRb-SRC2 inh	RECQ1 helicase
1	S=C(Nc1cccc(Cl)c1Cl)Nn1cnnc1	-9%[10 µM]	-8%	-3%	3%
2	CC(C)C[C@@H](CC(=O)N[C@H](CC(=O)N[C@@H]1CCNC[C@H]1C(=O)N[C@H](CC(=O)N[C@@H](CCC(=O)O)CC(=O)O)Cc1ccccc1)C(C)C)NC(=O)[C@@H]1CCCC[C@H]1N	-5%[1.9 µM]	-21%	2%	1%
3	Cc1ccc(CN2CCN(Cc3cnc(N4CCOCC4)s3)CC2CCO)o1 (stereo unspecified)	1%[10 µM]	-4%	-10%	i
4	CCCc1cc(C(=O)NNC(=S)NCc2ccccc2)cs1	-14%	-13%	5%	-2%
5	O=C(CSc1nccn1Cc1ccccc1)NCc1ccccc1Cl	/	-12%	-8%	/
6	Cc1ccc(N(CC(=O)N2CCc3ccccc32)S(=O)(=O)c2cccs2)cc1	-15%	-21%	-7%	i
7	COc1ccc(NC(=O)c2ccc3snnc3c2)cc1OC	/	-14%	3%	/
8	O=C(CNC(=O)C1CCCCC1)Nc1ccccc1Cl	-3%[0.074 µM]	8%	-3%	0%

entry	TR SRC2 fluor cs	Tau ThT inhib	Tau FP inhib	L3MBTL1 block
1	3%	?	?	7%
2	-3%	-7%	-15%	/
3	-4%	-8%	5%	-7%
4	0%	1%	6%	/
5	-1%	-12%	1%	/
6	-6%	-6%	-1%	/
7	-2%	?	7%	/
8	0%	3%	-2%	2%

(cont.)
entry	Molecule	HTT ATP protect	Tau fluor counter	TRb-SRC2 inh	RECQ1 helicase
9	O=C(CCc1ccccc1)NC(NC(=S)Nc1ccc(Cl)cc1)C(Cl)(Cl)Cl (stereo unspecified)	-18%	-24%	-2%	8%
10	COc1ccc(C(=O)N/N=C/c2ccc3cccc(O)c3n2)cc1	-90%[inhibitor]	-26%	5%	-6%
11	CCOC(=O)c1c(NC(=O)c2cc(=O)c3cc(Cl)ccc3o2)sc(C)c1C	/	1%	5%	/
12	COC(=O)COc1ccc(C2Nc3c(Cl)ccc(C(=O)O)c3C3C=CCC32)cc1 (stereo unspecified)	/	-28%	-5%	28µM*
13	O=C(C1CCCCC1)N1CCCc2ccccc21	8%	-5%	-2%	-6%
14	COc1ccc(Nc2nc(N)nc(CCl)n2)cc1	7%[10 µM]	-18%	-1%	-9%
15	COc1ccc(CC(=O)O/N=C(\N)Cc2ccc([N+](=O)[O-])cc2)cc1	-3%[10 µM]	-15%	-1%	-5%
16	Nc1ncnc2c1c(I)cn2C1OC(CO)C(O)C1O (stereo unspecified)	-62%&-93%&-92%[inhibitor]	-6%&-4%&-27%&-4%	-1%&0%&5%&0%	?

entry	TR SRC2 fluor cs	Tau ThT inhib	Tau FP inhib	L3MBTL1 block
9	-4%	5%	?	/
10	-6%	?	-8%	/
11	4%	-4%	-5%	/
12	1%	?	-17%	20µM*
13	-5%	-10%	-7%	/
14	-6%	?	1%	1%
15	-3%	/	-5%	/
16	3%&-2%&-1%&-1%	-1%&-1%&-23%&-9%	-12%&-10%&-2%&-3%	/

Numbers 10 to 11, quoted:
entry	Molecule	HTT ATP protect	Tau fluor counter	TRb-SRC2 inh	RECQ1 helicase
10	COc1ccc(C(=O)N/N=C/c2ccc3cccc(O)c3n2)cc1	-90%[inhibitor]	-26%	5%	-6%
11	CCOC(=O)c1c(NC(=O)c2cc(=O)c3cc(Cl)ccc3o2)sc(C)c1C	/	1%	5%	/

entry	TR SRC2 fluor cs	Tau ThT inhib	Tau FP inhib	L3MBTL1 block
10	-6%	?	-8%	/
11	4%	-4%	-5%	/

Additional records follow:
entry	Molecule	HTT ATP protect	Tau fluor counter	TRb-SRC2 inh	RECQ1 helicase
17	CCn1c2ccccc2c2cc(N=C3SC(CC(=O)Nc4ccccc4OC)C(=O)N3CCOC)ccc21 (stereo unspecified)	23%[10 µM]	?	10%	-9%
18	CC1=CC(C)(C)n2c(O)c(N=NC(N)=S)c3cccc1c32	17%[10 µM]	-11%	-2%	0%
19	CCCCCn1c(C(Cc2ccccc2)NC(=O)COC)nc2ccccc21 (stereo unspecified)	?	-2%	5%	-2%
20	CC(=O)Nc1c(NCC(C)C)c2ccccc2oc1=O	4%	1%	-1%	-13%
21	CCn1nnnc1NC(=O)c1cc(Cl)c(OC)c(Cl)c1	/	9%	0%	i
22	O=C(COc1ccc(Cl)cc1Br)NNC(=O)C(=O)N1CCCCC1	-3%[10 µM]	-4%	3%	-1%
23	COc1ccc(-c2noc(-c3ccc(NC4CCCCC4)c([N+](=O)[O-])c3)n2)cc1	/	-21%	6%	/
24	CSc1nn2c(C(F)(F)F)cc(C(F)(F)F)nc2c1C(N)=O	-11%[10 µM]	-5%	-3%	-3%

entry	TR SRC2 fluor cs	Tau ThT inhib	Tau FP inhib	L3MBTL1 block
17	1%	-3%	?	28µM*
18	8%	?	-9%	4%
19	0%	-14%	3%	3%
20	-7%	1%	-5%	9%
21	-3%	6%	5%	-2%
22	-5%	-3%	?	3%
23	-2%	-3%	-2%	/
24	-2%	-1%	0%	4%

Values by screen from the list:
Nos. 18–24 in RECQ1 helicase read 0%, -2%, -13%, i, -1%, /, -3%
Nos. 18–24 in L3MBTL1 block read 4%, 3%, 9%, -2%, 3%, /, 4%
Nos. 18–24 in TR SRC2 fluor cs read 8%, 0%, -7%, -3%, -5%, -2%, -2%

Further entries
entry	Molecule	HTT ATP protect	Tau fluor counter	TRb-SRC2 inh	RECQ1 helicase
25	CCC(NC(=O)c1cccc(Cn2nc(C)c([N+](=O)[O-])c2C)c1)c1ccc(C(C)C)cc1 (stereo unspecified)	9%	-7%	-5%	i
26	CCCc1[nH]nc2c1C(c1ccccc1OCC)C(C#N)=C(N)O2 (stereo unspecified)	-9%[10 µM]	-14%	-1%	i
27	CC1CN(C(=O)Cn2c(C(F)(F)F)nc3ccccc32)CC(C)O1 (stereo unspecified)	4%	-7%	9%	-12%
28	Cc1cccc(NC(=O)Nc2cccc(C#N)c2)n1	12%[10 µM]	1%	4%	-11%
29	CC(Cc1ccccc1)NC(=S)CN1CCCC1=S (stereo unspecified)	-5%[10 µM]	-4%	-1%	-2%
30	COc1cccc(C(=O)COC(=O)c2n[nH]c(=O)c3ccccc23)c1	-8%	4%	-4%	-1%
31	c1ccc(CCNc2ncnc3sccc23)nc1	-78%[inhibitor]	1%	-11%	5%
32	COc1ccc(NC(=O)COC(=O)Cc2c(F)cccc2Cl)cc1OC	-22%	-13%	-1%	-3%

entry	TR SRC2 fluor cs	Tau ThT inhib	Tau FP inhib	L3MBTL1 block
25	1%	4%	-8%	/
26	-1%	-16%	6%	-2%
27	-1%	-12%	1%	/
28	-2%	-6%	-9%	0%
29	-2%	-2%	1%	-3%
30	-1%	6%	0%	2%
31	0%	-11%	-2%	/
32	-1%	-15%	1%	/

More results.
entry	Molecule	HTT ATP protect	Tau fluor counter	TRb-SRC2 inh	RECQ1 helicase
33	Cc1ccc(C)n1-c1c(C(=O)NCCCN2CCN(c3ccc(F)cc3)CC2)sc2ncccc12	/	-29%	7%	/
34	Cc1ccc(S(=O)(=O)N2CCN(S(=O)(=O)c3ccccc3)C2c2ccc(N(C)C)cc2)cc1 (stereo unspecified)	-4%	?	-11%	6%
35	CCS(=O)(=O)N1Cc2ccccc2CC1C(=O)Nc1nnc(C2CC2)s1 (stereo unspecified)	30%[10 µM]	2%	0%	i
36	O=C(NC1CC1)C1CCCN(C(=O)NC2CCCCC2)C1 (stereo unspecified)	11%	-7%	-3%	i
37	COc1ccc2nc3ccccc3nc2c1NC(=O)c1ccc(Cl)cc1	-3%[10 µM]	-4%	5%	-6%
38	O=S(=O)(CCSc1ccc(C(F)(F)F)cn1)c1ccc(Cl)cc1	-8%[10 µM]	-22%	-4%	1%
39	COC(=O)C1NN=C(C(=O)c2ccc(Cl)cc2)C1c1ccc(OC)cc1 (stereo unspecified)	/	-19%	5%	-7%
40	COc1cc(N/N=C(\C)c2ccc(N)cc2)nc(-c2ccccc2)n1	-73%[inhibitor]	14µM*[quencher]	-4%	-15%

entry	TR SRC2 fluor cs	Tau ThT inhib	Tau FP inhib	L3MBTL1 block
33	-4%	?	?	/
34	1%	-16%	?	/
35	-3%	-2%	9%	1%
36	-4%	-11%	-5%	/
37	-2%	?	10%	-6%
38	0%	-4%	-6%	41%[activator]
39	1%	-17%	-6%	-1%
40	-4%	16µM*	3%	?

The list continues:
entry	Molecule	HTT ATP protect	Tau fluor counter	TRb-SRC2 inh	RECQ1 helicase
41	NS(=O)(=O)c1cccc(NC(=O)COC(=O)CCCc2c[nH]c3ccccc23)c1	-10%	-24%	-5%	-13%
42	Cc1ccccc1N1CCN(C(=S)c2ccc(-c3cccc([N+](=O)[O-])c3)o2)CC1	-47%[inhibitor]	-25%	3%	-1%
43	CCOC(=O)N1CCN(C(=O)c2ccc(NC(=O)CC)cc2)CC1	4%	-4%	-2%	-14%
44	Cc1nc2ccccc2cc1C(=O)N/N=C/c1cccc([N+](=O)[O-])c1	-8%[10 µM]	-9%	2%	-12%

entry	TR SRC2 fluor cs	Tau ThT inhib	Tau FP inhib	L3MBTL1 block
41	1%	-5%	9%	-13%
42	-3%	?	10%	/
43	0%	-4%	-1%	/
44	1%	-12%	-4%	-6%

Compound activity from PubChem.
